TPT1 inhibitor – inhibitors of Candida albicans tRNA 2'-phosphotransferase TPT1; recombinant caTPT1, FP RNA substrate dephosphorylation; inhibition, % at 5 µM; actives 0.81% (n = 300,000); AID 1962;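 active = inhibition above the mean of all tested compounds plus 3 SD, set per screening campaign, cut at about 24% in these data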;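 also: plate controls were DMSO alone for no effect and ferristatin control at 100 nM for full effect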
HCV core dimer – HCV core protein dimerization inhibition. TR-FRET GST/Flag-core106 dimerization, 1536-well. inhibition, % at 5 µM. actives 0.33% (n = 300,000);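 active = inhibition above the mean of all tested compounds plus 3 SD, set per screening campaign, cut at about 45% in these data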
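Material: GST/Flag-tagged HCV core106 proteins. Incubation: 4 h, 22.5 °C incubation. Read-out basis: inhibition (%) from 671 over 617 nm ratio. Measured by: TR-FRET, excitation 340 nm, emission 617 and 671 nm.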
EBNA-1 inh – blocks EBNA-1 binding to DNA; inhibition, % at 14.8 µM; EBNA-1 DNA binding, fluorescence polarization; actives 0.34% (n = 300,000); in the data active = inhibition above about 28%
Efflux pump inh – blocks antifungal efflux pumps in multiplex yeast assay; inhibition, % at 10 µM; actives 0.44% (n = 330,000); AID 485275; S. cerevisiae Candida pump triplex, Nile Red efflux;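 active = plate passing quality check with inhibition over a set limit, or well fluorescence over plate mean plus 4 SD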;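 also: Nile Red retained in pooled yeast measured as flow cytometry median fluorescence; 0% = buffer negative control and 100% = Enniatin B positive control; higher means more Nile Red kept so more efflux inhibition; some compounds called inactive have numbers as strong as hits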
PREPL inhibitor – inhibits the human prolyl oligopeptidase-like enzyme | inhibition, % at 5.96 µM | AID 2751 | Q4J6C6 | actives 0.68% (n = 320,000) | recombinant PREPL, fluorescence polarization activity-based probe; in the data active = inhibition above about 43%;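 also: 0% = enzyme with DMSO and 100% = wells lacking enzyme; many of its hits are not listed in these tables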
CTSL1 counter – blocks F. hepatica cathepsin L1 in PFM18AAP counter-screen; inhibition, % at 5.96 µM; recombinant F. hepatica cathepsin L1, Z-Leu-Arg-MCA fluorescence; AID 1906; actives 0.49% (n = 300,000);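 active = inhibition above the mean of all tested compounds plus 3 SD, set per screening campaign, cut at about 17% in these data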;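 also: 0% = plate median of test compound wells and 100% = 1 µM Z-Phe-Ala-diazomethylketone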
PP1 counter – PP1-alpha (human) inhibition in PP5 counter-screen | inhibition, % at 6.7 µM | P62136 | AID 2235 | actives 0.9% (n = 320,000) | purified PP1alpha, OMFP fluorescence;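 active = inhibition above the mean inhibition of all tested compounds plus 3 SD, computed separately for each screening campaign, cut at about 15% in these data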
Target sequence (P62136 whole entry, looked up): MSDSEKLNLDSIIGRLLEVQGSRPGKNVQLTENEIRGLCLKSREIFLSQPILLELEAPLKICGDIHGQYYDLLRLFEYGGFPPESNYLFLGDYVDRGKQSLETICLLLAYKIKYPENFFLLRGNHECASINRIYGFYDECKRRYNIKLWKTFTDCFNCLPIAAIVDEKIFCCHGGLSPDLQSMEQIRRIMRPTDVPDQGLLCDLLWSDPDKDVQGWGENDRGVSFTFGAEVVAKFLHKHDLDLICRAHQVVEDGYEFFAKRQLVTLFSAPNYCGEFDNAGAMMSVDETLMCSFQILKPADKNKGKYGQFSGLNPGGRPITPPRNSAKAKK
PP5 inh – blocks human protein phosphatase 5 activity | actives 0.18% (n = 320,000) | purified PP5c, OMFP substrate fluorescence | AID 1987 | P53041 | inhibition, % at 6.7 µM;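 active = inhibition above the campaign's mean inhibition across all tested compounds plus 3 SD, cut at about 9.5% in these data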;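 also: 0% = DMSO only and 100% = 100 µM cantharidin control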
Target sequence (P53041 whole entry, looked up): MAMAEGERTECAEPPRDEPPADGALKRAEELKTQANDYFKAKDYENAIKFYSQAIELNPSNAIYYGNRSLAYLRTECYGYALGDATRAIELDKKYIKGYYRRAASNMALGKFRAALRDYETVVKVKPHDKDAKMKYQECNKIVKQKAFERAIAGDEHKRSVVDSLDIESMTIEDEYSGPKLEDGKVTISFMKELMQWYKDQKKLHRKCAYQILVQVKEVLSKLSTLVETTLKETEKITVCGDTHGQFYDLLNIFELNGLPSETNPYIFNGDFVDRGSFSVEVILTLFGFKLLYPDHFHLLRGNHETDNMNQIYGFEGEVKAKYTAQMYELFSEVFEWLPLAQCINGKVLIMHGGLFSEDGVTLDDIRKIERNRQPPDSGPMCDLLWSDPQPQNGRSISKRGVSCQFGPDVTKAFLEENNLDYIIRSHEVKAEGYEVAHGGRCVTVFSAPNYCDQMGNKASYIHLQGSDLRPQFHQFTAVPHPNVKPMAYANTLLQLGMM
ZTA DNA inh – blocks Epstein-Barr virus ZTA, an EBNA-1 counter-screen; P03206; ZTA-DNA binding, fluorescence polarization; inhibition, % at 11 µM; actives 0.15% (n = 320,000); AID 2234; in the data active = inhibition above about 33%
Target sequence (P03206 whole entry, looked up): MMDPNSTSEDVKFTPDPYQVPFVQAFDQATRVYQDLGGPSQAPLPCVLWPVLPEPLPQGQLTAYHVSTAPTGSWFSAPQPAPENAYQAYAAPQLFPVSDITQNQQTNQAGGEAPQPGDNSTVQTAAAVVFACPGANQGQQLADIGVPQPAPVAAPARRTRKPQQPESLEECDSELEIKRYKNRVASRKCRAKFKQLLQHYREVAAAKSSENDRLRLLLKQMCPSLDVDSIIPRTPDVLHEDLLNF
The depositor's hits bear a star; . = not tested or not shown; & = joins results of further samples. The list is partial; count on the stated rates, not on these rows.

| smiles | PP1 counter | TPT1 inhibitor | CTSL1 counter | Efflux pump inh | PP5 inh | ZTA DNA inh | EBNA-1 inh | HCV core dimer | PREPL inhibitor |
| --- | --- | --- | --- | --- | --- | --- | --- | --- | --- |
| c1ccc(OCCSc2nc3ccccc3[nH]2)cc1 | -2 | 1 | 2 | 0.2 | 4.6 | 2 | 1 | 5 | -11 |
| O=C(NNC(=O)c1ccc(Br)cc1)c1ccncc1 | -1 | 0 | -1 | 0.1 | 0.5 | 12 | 0 | 3 | 2 |
| COc1ccc(Nc2nc(N)c(C(=O)c3ccc(OC)cc3)s2)cc1 | 1 | -2 | 1 | -0.4 | 1.6 | 8 | 13 | -2 | 36 |
| O=C(Nc1ccc(-c2csc(Nc3cccc(C(F)(F)F)c3)n2)cc1)c1cccc(C(F)(F)F)c1 | 0 | 1 | 4 | -0.1 | 0.9 | 3 | 14 | 11 | 5 |
| CCCc1nc(SCC(=O)N2CCC(C)CC2)c2c(=O)n(C)c(=O)n(C)c2n1 | -1 | -1 | 0 | -0.2 | 0.6 | 0 | 4 | 9 | 5 |
| Nn1c(COc2ccccc2)nnc1SCC(=O)O | -2 | -1 | 1 | 0.5 | 2.8 | 0 | 0 | -4 | -2 |
| COc1ccc(C/C(O)=C(\C#N)c2nc3ccccc3[nH]2)cc1OC | 4 | 3 | 4 | 0.0 | 2.4 | 4 | 1 | -6 | -6 |
| COc1ccc(N2CCN(C(=O)CSc3nnc(NC(=O)C4CC4)s3)CC2)cc1 | -2 | -3 | 7 | -0.2 | -0.4 | -3 | -2 | -4 | 7 |
| [O-]/[N+](=C\c1ccccc1)[C@@H]1CCCC[C@@H]1/[N+]([O-])=C/c1ccccc1 | -2 | -2 | -1 | 0.0 | -3.0 | -6 | 1 | -6 | 1 |
| CCN1CCN(CCCCOc2ccccc2F)CC1 | -1 | 4 | -2 | 0.0 | 3.4 | -2 | -11 | 2 | 4 |
| COC(=O)c1ccccc1NC(=S)N(Cc1ccc2c(c1)OCO2)Cc1cc2cc(C)ccc2[nH]c1=O | 0 | 0 | 1 | -0.3 | 0.3 | -5 | 8 | 11 | 4 |
| CCC1(c2ccccc2)NC(=O)N(CC(=O)Nc2ccccc2N2CCCC2)C1=O (stereo not drawn) | -16 | -6 | -7 | 0.2 | 2.9 | 14 | -6 | -7 | -1 |
| O=C(/C=C\c1ccc(-c2cccc([N+](=O)[O-])c2)o1)N1CCOCC1 | 4 | 2 | 5 | -0.1 | -1.6 | 2 | -6 | 0 | 9 |
| Cc1ccc2nc(-c3ccccc3)c(CC(=O)O)c(C(=O)O)c2c1 | -1 | 3 | 0 | 0.0 | 1.3 | -5 | -5 | 3 | -7 |
| Cc1ccc(Nc2nc(N)c(C#N)c(CC#N)c2C#N)cc1 | 5 | 0 | -2 | -0.1 | 1.3 | -4 | 1 | -4 | 22 |
| COc1cc(C2=NOC(C(=O)NCc3ccco3)C2)cc(OC)c1OC (stereo not drawn) | -2 | -2 | 5 | 0.0 | -1.3 | -7 | 8 | -2 | -3 |
| CN(C)CCN(C(=O)CN1C(=O)c2ccccc2C1=O)c1nc2cc3c(cc2s1)OCCO3 | -1 | 3 | 0 | 0.2 | 1.8 | -5 | 2 | 2 | 0 |
| Nc1[nH][nH]c(=O)c1N=Nc1ccc2c(c1)OCO2 | 0 | 2 | 4 | -0.1 | 0.1 | -1 | 5 | -27 | 33 |
| Nc1[nH]nc2c1NN(c1ccc(Cl)cc1Cl)N2 | 4 | -4 | 4 | -0.4 | 4.4 | -12 | -11 | -26 | 43* |
| COc1cccc(NC(=O)CNc2cc(S(=O)(=O)N3CCOCC3)ccc2N2CCCC2)c1 | 0 | . | . | -0.3 | 7.4 | -4 | . | . | 23 |
| COc1cc(NC(=O)c2sc3ncn(CC(=O)N4CCCCC4)c(=O)c3c2C)cc(OC)c1OC | 12 | -5 | 11 | -0.1 | -8.7 | -16 | 6 | -16 | 22 |
| CN1CCCCC1CCN1c2ccccc2Sc2ccc(S(C)=O)cc21 (stereo not drawn) | -2 | -2 | 2 | 0.1&-0.1 | 6.5 | -3 | -5 | -22 | 39&40 |
| Cn1c(=S)oc2ccccc21 | -5 | -1 | -3 | 0.0 | -0.6 | -6 | 4 | 3 | -2 |
| CC1CCN(C(=O)c2ccc(S(=O)(=O)Cc3ccccc3F)c([N+](=O)[O-])c2)CC1 | 0 | -2 | -2 | 5.8* | 1.2 | -13 | -2 | -5 | -1 |
| COc1cc(/C=C/c2ccc3cccc(O)c3n2)cc(Cl)c1OC | 18* | 2 | 2 | 0.1 | 0.2 | -8 | -3 | -1 | 20 |
| Cc1cc(NC(=O)CN2C(=O)C3CC=CCC3C2=O)no1 (stereo not drawn) | -3 | -2 | 3 | 0.0 | 2.6 | -9 | 5 | -3 | 12 |
| COc1ccc(C)cc1Cn1nnc2ccccc21 | 3 | -3 | -3 | -0.2 | 2.7 | -18 | 0 | -10 | 0 |
| O=C(CN1C(=O)NC2(CCc3ccccc32)C1=O)Nc1ccccc1OC(F)F (stereo not drawn) | 1 | . | . | 0.0 | -0.3 | -9 | . | . | 15 |
| O=C(CSc1nc2ccc(Nc3nc(N4CCCC4)nc(N4CCCC4)n3)cc2s1)NCc1ccco1 | 19* | -2 | 0 | 0.0 | -0.4 | -2 | -6 | 17 | 30 |
| O=C(N/N=C\c1ccc(Cl)cc1)C1=NOC2COC3(CCN(c4ccc([N+](=O)[O-])cc4)CC3)OCC12 (stereo not drawn) | 8 | 3 | 5 | 0.0 | 1.5 | 4 | -6 | 18 | 9 |
| COCCNC(=S)N/N=C/c1c(C)[nH]c2ccccc12 | -2 | 13 | 2 | 0.0 | 1.6 | -13 | -2 | -6 | 6 |
| O=C(CNCc1ccncc1)Nc1cc(S(=O)(=O)N2CCCCC2)ccc1Cl | -2 | 20 | -5 | -0.1 | -0.3 | 20 | 2 | 1 | 3 |
| COc1ccc2c(c1)c(=O)oc1cc(OCC(=O)NC3CCCCC3)ccc12 | -5 | 0 | 2 | 0.1 | 2.6 | -7 | -9 | 5 | 11 |
| Cc1cccc(C)c1NC(=O)C1CCCNC1 (stereo not drawn) | -1 | -4 | -2 | -0.1 | -1.2 | 2 | 6 | -1 | 5 |
| CC(=O)NC12CC3CC(C1)CC(C(=O)N1CCN(c4ncccn4)CC1)(C3)C2 | 1 | 0 | 2 | -0.1 | 1.6 | 3 | 1 | -3 | 7 |
| CC(=O)Nc1ccc(Nc2cc(C)nc3ccccc23)cc1 | 5 | -3 | 8 | -0.1 | 0.8 | 2 | -6 | -3 | 18 |
| Cc1ccccc1OCc1nnc(SCC(=O)Nc2ccc(N3CCOCC3)c(Cl)c2)n1C | -1 | -2 | 1 | -0.2 | 1.2 | 5 | -1 | -4 | 51* |
| COc1ccc(N(C(=O)/C=C/c2ccc(OC)c(OC)c2)C2=CC3CCC(C2)N3C)cc1 (stereo not drawn) | 1 | -1 | 5 | 0.0 | 1.4 | 14 | 4 | -3 | -9 |
| C=CCn1c(SCC(=O)Nc2cc(NC(C)=O)ccc2OC)nnc1-c1ccccn1 | -3 | -5 | -4 | -0.2 | -1.8 | -3 | 8 | 2 | 2 |
| Cc1ccc(C2CC2C(=O)NN)cc1 (stereo not drawn) | -1 | 1 | 4 | -0.1 | 2.9 | -3 | 7 | 1 | -23 |
| CCc1ccc(NC(=O)C2CCN(S(=O)(=O)c3ccc4c(c3)N(C(C)=O)CCO4)CC2)cc1 | -7 | 0 | -2 | 0.7 | -0.4 | 22 | 4 | -15 | 6 |
| COc1ccccc1C(=O)Nc1ccc2nc3n(c(=O)c2c1)CCCC3 | 3 | -1 | -5 | -0.2 | -0.2 | 25 | 13 | 1 | 3 |
| O=S(=O)(CC(CN1CCCCC1)N1CCCCC1)c1ccccc1 (stereo not drawn) | -3 | 0 | 0 | -0.1 | 0.6 | -15 | -2 | 3 | 2 |
| Cc1ccc(-c2nc3sc(C(N)=O)c(N)c3c3c2CCCC3)cc1 | 0 | 2 | 3 | 0.1 | -0.7 | 11 | 3 | 19 | 9 |
| COc1ccc(CNC(=O)C[C@H]2C(=O)N(CCc3ccccc3)C[C@@H]2Cc2ccccc2)cc1 | 4 | 0 | 4 | 0.0 | 2.3 | 5 | -3 | 1 | 15 |
| O=C(COC(=O)CSCc1ccccc1)NCc1ccccc1 | -1 | -1 | -62 | -0.3 | 2.2 | 6 | -3 | 1 | 2 |
| COc1ccc(N(CC(=O)NCCC2=CCCCC2)S(=O)(=O)c2ccc(C)cc2)cc1 | 1 | -3 | 3 | -0.2 | 0.7 | -13 | -14 | 5 | -1 |
| CC1(C)Oc2ccc(C(=O)NC3CCCCC3)cc2N(CC#N)C1=O | 0 | 0 | -2 | 0.1 | 1.7 | -7 | 1 | 2 | -3 |
| COc1ccc(CC(=O)NNC(=O)CCc2ccccc2)cc1 | 2 | -3 | -3 | -0.3 | 0.3 | -24 | 3 | -7 | -2 |
| O=C(Cc1ccc(S(=O)(=O)N2CCOCC2)s1)N1CCN(S(=O)(=O)c2ccc(Cl)cc2)CC1 | 3 | . | . | -0.1 | 3.0 | -14 | . | . | 22 |

Continued:
| smiles | PP1 counter | TPT1 inhibitor | CTSL1 counter | Efflux pump inh | PP5 inh | ZTA DNA inh | EBNA-1 inh | HCV core dimer | PREPL inhibitor |
| --- | --- | --- | --- | --- | --- | --- | --- | --- | --- |
| CC(C)(C)C(=O)Nc1sc2c(c1C(=O)Nc1ccccn1)CCCC2 | -1 | -4 | 0 | -0.3 | 2.3 | -4 | 4 | 2 | -4 |
| COc1cc(/C=C/C(=O)NC(=O)c2ccccc2O)ccc1O | -1 | 0 | 3 | 1.7 | -1.4 | 0 | 6 | 1 | -5 |
| COc1ccccc1CN1CCSCC1 | -2 | 0 | -4 | -0.1 | 2.9 | -1 | 2 | 5 | -1 |
| CC(C)(C)OC(=O)N[C@@H](Cc1ccccc1)C(=O)N1CCC(C(=O)N[C@@H](CCC(N)=O)C(=O)O)CC1 | 3 | 2 | -4 | 0.0 | 1.1 | -6 | 3 | 5 | -2 |
| CC(=O)NCC1CCCN(c2nc3nonc3nc2N(C)Cc2ccccc2)C1 (stereo not drawn) | -4 | -2 | -4 | 0.1 | -2.7 | -14 | -7 | -4 | 2 |
| COc1ccc2[nH]c(=O)c(CN(CC3CCCO3)C(=O)Nc3ccccc3)cc2c1 (stereo not drawn) | 0 | 3 | 1 | 0.1 | -0.2 | -4 | -3 | 0 | 4 |
| CCC(CC)C(=O)Nc1nnc(S(=O)(=O)N2CCCC2)s1 | -6 | -5 | -4 | 0.0 | -1.1 | 2 | 1 | 0 | -4 |
| O=C(NCCCn1ccnc1)Nc1cccc2ccccc12 | -4 | -1 | -4 | 0.2 | 3.2 | -5 | -2 | -4 | 10 |
| COc1ccc(C(=O)CSc2nnc(CNC(=O)c3ccc(OC)cc3)n2C)cc1 | -2 | -2 | 3 | 0.0 | -1.6 | 0 | 12 | 1 | 9 |
| O=C(CSc1nc2[nH]c(=O)cc(O)c2s1)Nc1ccc(Cl)c(C(F)(F)F)c1 | 6 | . | . | -0.3 | 3.1 | -20 | . | . | 12 |
| CC(=O)N1C(C)(C)CC(=NOC(=O)c2ccc(C)cc2)CC1(C)C | -1 | 0 | -6 | 0.2 | -1.4 | -11 | -2 | 2 | 2 |
| COC(=O)c1ccccc1NC(=O)N1CCN(c2ccccc2)CC1 | 3 | 2 | 1 | 0.1 | 3.8 | -4 | 3 | 11 | 10 |
| COc1ccc(NC(=S)N(CCCN2CCOCC2)Cc2cn(C)c3ccccc23)cc1OC | 2 | -1 | 3 | -0.2 | 1.7 | 7 | -2 | 4 | 3 |
| COC(=O)[C@H](CCSC)NC(=O)[C@@H](Cc1cnc[nH]1)NC(=O)OCc1ccccc1 | -5 | -2 | -7 | -0.1 | 2.0 | -1 | 4 | 4 | -3 |
